Source: PubChem BioAssay
OX1R antag-1: OX1R (HCRTR1) antagonists, primary screen, fluorescence, CHO/OX1R cells, Fluo-8 calcium, orexin A. 330,000 compounds, 0.43% hits. Orexin/Hypocretin receptor type 1 (Homo sapiens), O43613. inhibition, % at 5 µM. Fluo-8 calcium fluorescence. AID 434989, 2010;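 active means inhibition above its plate's threshold, mean inhibition of all tested compounds on the plate plus 3 SD, cut at about 37% in these data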;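 further: 0% = orexin A challenge wells and 100% = SB-334867-A antagonist wells; not every result past the cut was called active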
Target sequence (O43613 whole entry, looked up): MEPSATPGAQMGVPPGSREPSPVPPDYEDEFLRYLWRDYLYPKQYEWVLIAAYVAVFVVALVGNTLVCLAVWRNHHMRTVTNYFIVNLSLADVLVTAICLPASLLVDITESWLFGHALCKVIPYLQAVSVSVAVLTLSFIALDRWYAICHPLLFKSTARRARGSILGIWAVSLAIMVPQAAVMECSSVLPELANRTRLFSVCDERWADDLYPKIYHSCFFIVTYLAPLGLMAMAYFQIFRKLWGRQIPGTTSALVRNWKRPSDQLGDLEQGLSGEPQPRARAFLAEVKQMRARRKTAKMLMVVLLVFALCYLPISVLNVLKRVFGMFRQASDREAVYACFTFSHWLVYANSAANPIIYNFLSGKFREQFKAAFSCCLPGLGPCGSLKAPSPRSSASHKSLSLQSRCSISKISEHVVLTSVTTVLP
STK33 inh: inhibitors of purified STK33 kinase, primary screen, biochemical, ADP-Glo luminescence, homogeneous, cell-free | MBP phosphorylation | inhibition, % at 10 µM | 320,000 compounds, 0.073% hits;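 active means inhibition at or above 25%, using the most active replicate where run in duplicate; inactive means inhibition below 25%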
Target sequence (Q9BYT3 whole entry, looked up): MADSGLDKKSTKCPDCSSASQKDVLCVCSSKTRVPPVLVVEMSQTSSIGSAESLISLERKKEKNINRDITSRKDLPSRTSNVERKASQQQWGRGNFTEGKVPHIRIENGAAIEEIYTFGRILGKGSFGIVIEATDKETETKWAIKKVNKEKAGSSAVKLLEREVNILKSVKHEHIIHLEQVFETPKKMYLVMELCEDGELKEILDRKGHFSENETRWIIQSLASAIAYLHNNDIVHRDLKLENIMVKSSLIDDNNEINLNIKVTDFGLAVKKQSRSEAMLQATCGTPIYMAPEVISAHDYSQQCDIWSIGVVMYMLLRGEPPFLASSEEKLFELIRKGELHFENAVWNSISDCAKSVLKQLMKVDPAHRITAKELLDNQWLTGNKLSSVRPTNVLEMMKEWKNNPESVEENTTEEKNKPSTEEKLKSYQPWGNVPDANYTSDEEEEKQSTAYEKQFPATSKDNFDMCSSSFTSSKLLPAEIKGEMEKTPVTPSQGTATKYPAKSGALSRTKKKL
OX1R antag-2: antagonists of human orexin 1 receptor (OX1R); 330,000 compounds, 1.8% hits; AID 485270, 2010; inhibition, % at 6.6 µM; OX1R-expressing cells, FRET antagonist read-out; Orexin/Hypocretin receptor type 1 (Homo sapiens), O43613; in the data active means inhibition mostly above about 38%, no sharp cut-off; inactive means mostly below about 40%;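 further: 0% = agonist challenge alone and 100% = reference antagonist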
* hit, by the source's call; nt = no result given.

SMILES | OX1R antag-1 | STK33 inh | OX1R antag-2
CC(=O)N1N=C(c2ccccc2)CC1c1ccc2c(c1)OCO2 (stereo not drawn) | -6 | 0.0 | 2
Cc1ccn2c(NC(=O)c3cccs3)c(-c3ccccc3)nc2c1 | -8 | -1.3 | 22
CNC(=O)c1cccc2nc3ccccc3nc12 | 3 | 9.0 | 61*
Cc1ccc(NC(=O)c2noc3c2CCc2ccccc2-3)cc1 | -23 | -2.9 | 22
CC(C)(CO)NC12CC3CC(CC(C3)C1)C2 | -9 | -1.1 | 1
CCCCc1c(O)c2ccccc2[nH]c1=O | -7 | -1.6 | 4
CC(=O)Nc1ccc(NS(=O)(=O)c2cc(C)sc2C)cc1 | -11 | -0.6 | 14
Cc1ccc(O)c(-c2cc3ccccc3[nH]2)c1 | -1 | -0.7 | 18
Cc1cccc(-c2nc3ccccc3c3nncn23)c1 | -7 | 53* | 12
O=C1OC2(CCCCC2)OC(=O)C1=CNc1nc2ccccc2s1 | 2 | -0.1 | 14
CCOC(=O)CNC(=O)Cn1cnc2sc(C)c(S(=O)(=O)N3CCC(C)CC3)c2c1=O | -10 | -0.9 | 4
COc1ccc(S(=O)(=O)n2oc(=O)cc2-c2ccccc2)cc1 | -5 | -0.5 | 11
O=C(CSc1nnnn1Cc1ccccc1)N1CCN(c2ccccc2)CC1 | -20 | -0.8 | 0
Cn1c(/C(C#N)=N/O)nc2ccccc21 | -1 | 1.3 | 24
C=CCc1cc(C=O)cc(OCC)c1OCc1ccc(Cl)cc1 | -35 | -1.7 | 4
CCCc1cc(=O)[nH]c(SCc2cccc(C)c2)n1 | -13 | 1.5 | 11
COc1ccc(COCCN2CCN(S(=O)(=O)c3ccccc3)CCC2=O)cc1 | -21 | -0.5 | 27
COc1ccc(-c2[nH]ncc2-c2ccc3c(c2)OCCO3)c(O)c1 | -16 | 6.1 | 22
COc1cc(CNc2ccc(N3CCCCC3)cc2)ccc1OCC(=O)NC(C)(C)C | -30 | -0.9 | -3
COc1ccccc1CC(=O)NC1CCCCCC1 | -25 | 0.3 | -11

An excerpt from above in order of formula weight, smallest number first.
SMILES | OX1R antag-1 | STK33 inh | OX1R antag-2
O=C(CSc1nnnn1Cc1ccccc1)N1CCN(c2ccccc2)CC1 | -20 | -0.8 | 0
COc1ccc(COCCN2CCN(S(=O)(=O)c3ccccc3)CCC2=O)cc1 | -21 | -0.5 | 27
COc1cc(CNc2ccc(N3CCCCC3)cc2)ccc1OCC(=O)NC(C)(C)C | -30 | -0.9 | -3
CCOC(=O)CNC(=O)Cn1cnc2sc(C)c(S(=O)(=O)N3CCC(C)CC3)c2c1=O | -10 | -0.9 | 4

(cont.)
SMILES | OX1R antag-1 | STK33 inh | OX1R antag-2
COC(=O)c1c(C)c(OC(=O)c2c(C)cc(O)c(C=O)c2O)cc(C)c1O | -4 | -1.0 | 29
CCOC(=O)C1=C(O)/C(=C\c2sccc2C)N=C1C | -11 | 0.0 | 16
O=c1[nH]c2cc(C(F)(F)F)ccc2n1-c1cc(C(F)(F)F)ccc1O | 51* | 0.2 | 22
Cc1ccc(S(=O)(=O)c2c[nH]c3ccc(Cl)cc3c2=O)cc1 | -15 | -0.9 | 9
CC(=O)Nc1ccc(N2C(C(C)=O)=NN(c3ccc(Cl)cc3)C2c2sccc2C)cc1 (stereo not drawn) | -14 | 0.5 | 20
CCOc1cc(/C=N\NC(=O)c2c(C)nc3ccccn23)ccc1O | -17 | 1.5 | 12
COc1ccc(N(CC(O)CN2CCOCC2)S(=O)(=O)c2ccccc2)cc1 (stereo not drawn) | -3 | 0.4 | 9
COc1ccc2[nH]c(O)c(N=NC(=O)c3ccc(NS(=O)(=O)c4cccs4)cc3)c2c1 | 6 | -0.2 | 7
CCOC(=O)N1CCN(C(=O)COC(=O)c2cc(Cl)cc(Cl)c2)CC1 | -28 | -0.4 | 8
Cc1cc(C)c(S(=O)(=O)Nc2ccccc2C(=O)N2CCCC2)c(C)c1 | -9 | -1.9 | 21
COc1ccc(NC(=O)c2cccc(Oc3ccc([N+](=O)[O-])cc3Cl)c2)cc1 | -13 | -0.5 | 12
CC[C@@]12C(=O)N(c3cccc(Cl)c3)C(=O)N1[C@H](c1ccc(Br)cc1)[C@@H]1C(=O)N(C(C)(C)C)C(=O)[C@@H]12 | -58 | -1.0 | 21
O=C(NNC(=O)c1cccc(Cl)c1)NNC(=O)c1cccc(Cl)c1 | -10 | 0.4 | 3
Cc1n[nH]c(=O)c2c(NC(=O)CSc3nnc(C4CC4)n3C)oc(C)c12 | -6 | -0.7 | 21
COc1ccccc1N(CC(=O)NCc1ccccn1)S(C)(=O)=O | 0 | 0.4 | -4
CC1Cc2cc(S(=O)(=O)N3CCCC(C(=O)N4CCCCC4)C3)ccc2N1C(=O)C1CC1 (stereo not drawn) | -15 | 0.8 | 6
CCCc1nn(C)c(C(=O)Nc2ccc3ccccc3c2)c1Cl | -33 | -1.2 | 23
COc1ccc(CCNC(=O)Cc2nn(C)c(=O)c3ccccc23)cc1OC | -9 | -1.3 | 31
Cc1ccc2nc(NC(=O)c3ccc(NS(=O)(=O)c4cccs4)cc3)sc2c1 | -7 | -1.1 | 17
Cc1ccc(NC(=O)C2CCN(S(=O)(=O)c3cccs3)CC2)c(O)c1 | -19 | -1.2 | 13
Cc1nnc(SCC(=O)NC(C)c2ccccc2)[nH]c1=O (stereo not drawn) | -10 | -1.0 | 2
Cn1c(=O)oc2cc(S(=O)(=O)N3CCOCC3)ccc21 | -10 | -0.1 | 9
Cc1c(N=C2NN=C(c3c[nH]c4ccccc34)CS2)c(=O)n(-c2ccccc2)n1C | 0 | -0.2 | 29
CN1C(=O)CC(N2CCC(c3nc4ccccc4s3)CC2)C1=O (stereo not drawn) | -5 | 0.6 | 29
COc1ccc(CCN(C)C(=O)c2ccc(OCC(=O)N3CCOCC3)c(OC)c2)cc1OC | -12 | -1.9 | 4
COc1cc2cc(C(=O)N3CCN(Cc4ccc5c(c4)OCO5)CC3)[nH]c2cc1OC | -10 | 0.2 | -3
COc1ccc(CNC(=O)C2(c3ccc(Cl)cc3)CC2)cc1 | -17 | -0.5 | 19
Cc1ccc(NC(=O)CSc2nnc(/N=C/N(C)C)s2)cc1 | -17 | -0.8 | 22
COc1ccc(S(=O)(=O)N(C)c2nc3ccccc3n3c(CC(C)C)nnc23)cc1 | -23 | -0.6 | 4
O=C(Nc1ccc2c(c1)CCC2)c1ccc(Br)o1 | -26 | 3.4 | 34
COc1cc(OC)c2c(-c3cccc(-c4cccc(C)c4)c3)cc(=O)oc2c1 | -21 | nt | 2
O=C(O)C1CC(c2ccccc2F)=NO1 (stereo not drawn) | -24 | -0.8 | 6
CC(=O)c1c(C)[nH]c(C(=O)OCC(=O)Nc2cc(S(=O)(=O)N3CCCC3)ccc2Cl)c1C | -10 | -2.8 | 22
CCOC(=O)C(=NCCOC)NNc1cc(Cl)ccc1Cl | -35 | 0.0 | 10
O=C(CN1C(=O)c2ccc([N+](=O)[O-])cc2C1=O)Nc1nnc(C2CC2)s1 | -6 | -0.7 | 21
CCN(CC)S(=O)(=O)c1ccc(C(=O)NCC(=O)N/N=C/c2ccccc2OC)cc1 | -6 | -1.6 | 16
CC(=Nc1ccc(O)cc1)c1sc2ccccc2c1O | 3 | 0.4 | 27
c1ccc2c(c1)OCC(CNc1ncnc3nc[nH]c13)O2 (stereo not drawn) | 91* | 2.8 | 13
Cc1ccc(N(C)/N=C/c2ccc(Cl)cc2Cl)nn1 | -9 | 0.4 | 2
CCCOc1nc2ccccc2cc1/C=C/C(=O)O | -18 | -0.9 | 10
Cc1cc(OCC(=O)Nc2ccccc2F)nc(C(C)C)n1 | -14 | 0.8 | 3
CC(C)CCNC(=O)c1nnc(Cc2ccc(Cl)cc2)o1 | -18 | -0.5 | 11
CC(=O)Nc1ccc(NC(=O)CSc2nnc(NC(=O)C3CC3)s2)cc1 | 12 | -0.9 | 8
O=C(Nc1ccc(Cl)c(Cl)c1)c1ccc(Cn2c(=O)[nH]c3ccsc3c2=O)cc1 | 5 | 0.8 | 7
Nc1ccccc1SC1CC(=O)N(c2ccccc2Cl)C1=O (stereo not drawn) | 0 | -0.9 | -9
COc1cc(C[C@H](C)[C@H](C)Cc2ccc3c(c2)OCO3)ccc1O | -9 | -1.1 | 3
Cc1ccnc(NC(=O)CCCOc2ccccc2)c1 | -1 | 1.2 | -2
COc1ccc(-c2csc(NC(=O)COC(=O)Cc3ccc(Cl)cc3Cl)n2)cc1 | -12 | nt | 20
CCOC(=O)N1CCC(N2CCN(Cc3ccc(C)o3)C(CCO)C2)CC1 (stereo not drawn) | -12 | 0.3 | 14
CCOc1ccc(NC(=O)CSc2nc3cccnc3n2CCOC)cc1 | -13 | 0.5 | 13
(further entries)
SMILES | OX1R antag-1 | STK33 inh | OX1R antag-2
COc1cccc2cc(C(=O)NCc3ccc(F)cc3)c(=N)oc12 | 0 | -1.2 | 16
O=C(COC(=O)CC1CC2CCC1C2)NCc1ccc(F)cc1 (stereo not drawn) | 3 | -1.9 | 7
CCOC(=O)c1[nH]c2cc3c(cc2c1NC(=O)CN1CCCCC1C)OCO3 (stereo not drawn) | -25 | -0.5 | 12
CCOC(=O)C1CCN(C(=O)COC(=O)c2oc3ccccc3c2C)CC1 | -15 | 1.2 | 11
CC(C)(C)NC(=O)Cn1c(SCC(=O)NC2CCCC2)nc2ccccc21 | -4 | 0.0 | 20
Cn1c(SCC(=O)NCc2ccc3c(c2)OCO3)nnc1-c1cccs1 | -12 | -0.2 | 14
COc1ccc(-c2nnc(C)c3nocc23)cc1 | 1 | -1.1 | 12
Cc1ccc(S(=O)(=O)N2CCC(C(=O)NCc3ccccc3Cl)CC2)cc1 | -13 | -0.9 | -1
COC(=O)c1sc2nc(C)nc(SCC(=O)N3CCC(C(=O)O)CC3)c2c1C | -2 | -0.4 | 29
COC(=O)c1ccc(Cl)c(NC(=O)CN2CCOCC2)c1 | -14 | 0.5 | 8

Brought forward from above: three entries; new compounds follow.
SMILES | OX1R antag-1 | STK33 inh | OX1R antag-2
Cc1ccc(S(=O)(=O)N2CCC(C(=O)NCc3ccccc3Cl)CC2)cc1 | -13 | -0.9 | -1
COC(=O)c1sc2nc(C)nc(SCC(=O)N3CCC(C(=O)O)CC3)c2c1C | -2 | -0.4 | 29
COC(=O)c1ccc(Cl)c(NC(=O)CN2CCOCC2)c1 | -14 | 0.5 | 8
O=C(NC1(C(F)(F)F)N=C2SCCN2C1=O)c1cccnc1 (stereo not drawn) | -2 | -2.6 | 8
O=C(CSc1nnc(CNC(=O)c2cccs2)o1)c1ccc(Cl)cc1 | 8 | -0.4 | 54
Cc1ccc(NC(=O)C/C(N)=N/OC(=O)Nc2cccc(Cl)c2)cc1 | 3 | -0.8 | 2
Cc1ccc(C(=O)OCCc2sc[n+](Cc3ccccc3)c2C)cc1 | -28 | -0.5 | 16
CN(Cc1cnccn1)C(=O)CC1C(=O)NCCN1CC(c1ccccc1)c1ccccc1 (stereo not drawn) | -6 | -0.9 | 27
Cc1onc(-c2ccccc2Cl)c1C(=O)OCC(=O)c1ccccc1 | -26 | -1.1 | 21
C#CCNC(=O)C1=C[C@H](C2CCCCC2)C[C@H](OCCCCO)O1 | -36 | 0.2 | 12
CCOC(=O)Cc1csc(NC(=O)NC2(C(F)(F)F)Oc3ccccc3O2)n1 | -15 | -0.3 | 3
CN1CC(=O)NC1=NC(=O)C12CC3CC(CC(C3)C1)C2 | 9 | -0.7 | 21
O=C(COC(=O)COc1cccc(F)c1)NCC1CCCCC1 | -17 | -1.3 | 5
CC1(C)N([O-])C2=C(c3ccccc3C2=O)[N+](=O)C1(C)C | 1 | -0.9 | 169*
CCOC(=O)CSc1nnc(-c2c[nH]c3ccccc23)n1CC | -13 | -0.3 | 10
O=C(C1CC1)N1CCN(c2ccnc3cc(Cl)ccc23)CC1 | -14 | 4.2 | 10
COc1cc(/C=C/C(=O)Nc2ccc(OC)c(S(=O)(=O)N3CCOCC3)c2)ccc1OCC#N | 10 | 0.3 | 6
Cc1cc(C(=O)COC(=O)c2ccc(O)cc2)c(C)n1CCc1ccc(F)cc1 | -4 | -0.9 | 7
Cc1c(OC(C)C(=O)NCCN2CCOCC2)ccc2c(-c3ccccc3)cc(=O)oc12 (stereo not drawn) | -9 | 0.7 | 16
CC(C)(C)c1ccc(S(=O)(=O)NCc2ccc(C(=O)N3CCCC3)cc2)cc1 | -14 | -0.9 | 16
O=C(c1ccc(OC2CCN(Cc3ccc(C(F)(F)F)cc3)CC2)cc1)N1CCCCC1 | -16 | -0.3 | -2
COc1ccc(NC(=O)C2CCCN(S(=O)(=O)c3ccc(Cl)cc3)C2)cc1OC (stereo not drawn) | -13 | -0.4 | 23
CN(C)c1ccc(CNC(=O)C2CCN(S(=O)(=O)c3ccc4c(c3)CCCC(=O)N4)CC2)cc1 | -24 | -0.3 | -2
CC(Sc1nnc(-c2ccco2)n1N)C(=O)NCC1CCCO1 (stereo not drawn) | -9 | 0.3 | 3
CCCCCOC(=O)CSc1nc2c(c(=O)[nH]c(=O)n2C)n1Cc1ccc(Cl)cc1 | -37 | -1.5 | 7

Six compounds from above with just OX1R antag-2.
mol,OX1R antag-2
Cc1c(OC(C)C(=O)NCCN2CCOCC2)ccc2c(-c3ccccc3)cc(=O)oc12 (stereo not drawn),16
CC(Sc1nnc(-c2ccco2)n1N)C(=O)NCC1CCCO1 (stereo not drawn),3
O=C(C1CC1)N1CCN(c2ccnc3cc(Cl)ccc23)CC1,10
Cc1cc(C(=O)COC(=O)c2ccc(O)cc2)c(C)n1CCc1ccc(F)cc1,7
CCOC(=O)CSc1nnc(-c2c[nH]c3ccccc23)n1CC,10
CCCCCOC(=O)CSc1nc2c(c(=O)[nH]c(=O)n2C)n1Cc1ccc(Cl)cc1,7
